Screens deposited in PubChem by National Center for Advancing Translational Sciences (NCATS).
TSHR antag: blocks TSH signaling through the human TSH receptor | P16473 | TSHR-expressing cells, TSH-stimulated cAMP HTRF, 2 h; active compounds read low | activity change, negative = inhibition, % at 11.5 µM | 0.2% of 330,000 active | AID 504810;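 active = activity change below a set negative limit, meaning inhibition stronger than a set level, cut at about -70% in these data; inconclusive = activity change between two set negative limits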; note: % is set by controls: 0 for no effect and ±100 for the full control effect
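Cell-based HTRF cAMP assay; TSHR cells + compound, TSH EC80 (4nM final), 2 h, 37 deg C. Lysis with anti-cAMP cryptate and cAMP-d2, 30 min RT, read 665/620 nm.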
a7 integrin act: activators of alpha7 integrin expression for muscular dystrophy | AID 624291 | 0.064% of 350,000 active | Potency, µM (top dose mostly 38.3 µM), for inactives: at the top dose activation, actives largely listed as activators | alpha7betagal myoblasts, beta-gal FDG fluorescence, 48 h;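 note: potency is the fitted concentration of half-maximal effect; 100% = response of the positive control SU9516; nearly all actives have a fitted effect of over 60% in size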
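Alpha7betagal+/- myoblasts (passage 13) were plated 16-24 hr, then exposed to compounds (1:260 dilution of DMSO stock) for 48 hours at 37C. After MPER lysis, β-galactosidase reporter activity was read as FDG fluorescence (ex 480/em 540) after 30 minutes.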
MBNL1 CUG block: MBNL1-poly(CUG) RNA binding inhibition | TR-FRET MBNL1-His/biotin-(CUG)12 binding, 665/545 ratio | Potency, µM (doses to about 57.5 µM), inactives show at the highest dose activity change, negative = inhibition, hits mostly inhibitors | Q9NR56 | AID 2675 | 0.036% of 280,000 active; active = well fitted inhibition curve with a large enough effect in the signal ratio, with a control signal flat, not every such curve was filed as active; inconclusive = small, poorly fitted or top-dose-only effect, or effect the other way, or a change in a side signal; inactive = no such curve, though single readings can be large or run the other way; the % refers to the signal ratio; note: potency is the fitted concentration of half-maximal effect; % is set by controls: 0 for no effect and ±100 for the full control effect
Target sequence (Q9NR56 whole entry, looked up): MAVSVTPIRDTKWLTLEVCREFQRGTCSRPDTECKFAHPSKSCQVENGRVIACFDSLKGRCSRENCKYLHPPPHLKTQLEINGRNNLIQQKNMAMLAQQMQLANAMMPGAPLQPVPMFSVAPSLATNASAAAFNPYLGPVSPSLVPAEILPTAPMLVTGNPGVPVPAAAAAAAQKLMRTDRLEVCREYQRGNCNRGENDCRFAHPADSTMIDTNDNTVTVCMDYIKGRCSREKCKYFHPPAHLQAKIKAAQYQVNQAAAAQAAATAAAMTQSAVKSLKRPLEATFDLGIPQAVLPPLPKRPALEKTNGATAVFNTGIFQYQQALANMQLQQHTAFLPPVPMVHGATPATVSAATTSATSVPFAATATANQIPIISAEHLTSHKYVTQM
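His-tagged MBNL1 binding to biotinylated (CUG)12 RNA was measured by TR-FRET using terbium anti-His antibody (0.055 ng/ul final) and streptavidin-XL665 (5 nM final). Compounds were titrated 92 nM to 58 uM; 60 min at room temperature.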
CXXC DNA block: inhibitors of human MLL CXXC domain-DNA interaction | Q03164 | MLL-CXXC / FITC-HOXA9 DNA fluorescence polarization | Potency, µM (highest dose often 115 µM), for the others: at the top dose activity change, negative = inhibition, hits mostly inhibitors | 0.037% of 290,000 active | AID 2662; active = well fitted inhibition curve with a large enough effect in the polarisation, with a control signal flat, not every such curve was filed as active; inconclusive = small, poorly fitted or top-dose-only effect, or effect the other way, or a change in a side signal; inactive = no such curve, though single readings can be large or run the other way; the % refers to the polarisation; note: potency is the fitted concentration of half-maximal effect
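Purified MLL-CXXC (added from a 7 uM solution) was preincubated 5 min at ambient with pinned compounds in 50 mM Tris-HCl pH 7.5, 50 mM NaCl, 1 mM DTT, 0.05% BSA. Fluorescein-labeled HOX-A9 DNA (50 nM solution) followed, 30 min, then polarization read.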
Menin-MLL TR inh: displaces Texas Red mutant MLL peptide from human menin; 0.23% of 270,000 active; AID 1768; O00255; Potency, µM (highest dose often 61.6 µM), without a hit: at the top dose FP activity change, negative = inhibition, usual class: inhibitors; Menin + Texas Red MLL mutant peptide, fluorescence polarization; active = well fitted inhibition curve with a large enough effect in the polarisation, with a control signal flat, not every such curve was filed as active; inconclusive = small, poorly fitted or top-dose-only effect, or effect the other way, or a change in a side signal; inactive = no such curve, though single readings can be large or run the other way; the % refers to the polarisation; note: potency is the fitted concentration of half-maximal effect; % of control where 0% means no effect; many of its hits are not listed in these tables
TCR act: T cell receptor activation; Potency, µM (doses to about 9.22 µM), inactives show top-dose activation of IL-2 secretion, hits mostly activators; primary human leukocytes, anti-CD3, IL-2 HTRF, 48 h; 330,000 tested, under 10 active; AID 504894; note: % of control where 0% means no effect
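Human primary leukocytes + a-CD3 beads + cpd, 48 hr; IL-2 in supernatant by HTRF (ex 320nm / em 665nm). No co-stimulatory signal supplied.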
ASM inhibitor: inhibitors of human secretory acid sphingomyelinase. placental ASM, HMU-PC fluorogenic substrate, 60 min. Potency, µM (titrated, usually from 57.5 µM), for inactives: at the highest dose activity change, negative = inhibition, most hits filed as inhibitors. 0.006% of 340,000 active; note: potency is the fitted concentration of half-maximal effect
Target sequence (P17405 47-631 limits assumed): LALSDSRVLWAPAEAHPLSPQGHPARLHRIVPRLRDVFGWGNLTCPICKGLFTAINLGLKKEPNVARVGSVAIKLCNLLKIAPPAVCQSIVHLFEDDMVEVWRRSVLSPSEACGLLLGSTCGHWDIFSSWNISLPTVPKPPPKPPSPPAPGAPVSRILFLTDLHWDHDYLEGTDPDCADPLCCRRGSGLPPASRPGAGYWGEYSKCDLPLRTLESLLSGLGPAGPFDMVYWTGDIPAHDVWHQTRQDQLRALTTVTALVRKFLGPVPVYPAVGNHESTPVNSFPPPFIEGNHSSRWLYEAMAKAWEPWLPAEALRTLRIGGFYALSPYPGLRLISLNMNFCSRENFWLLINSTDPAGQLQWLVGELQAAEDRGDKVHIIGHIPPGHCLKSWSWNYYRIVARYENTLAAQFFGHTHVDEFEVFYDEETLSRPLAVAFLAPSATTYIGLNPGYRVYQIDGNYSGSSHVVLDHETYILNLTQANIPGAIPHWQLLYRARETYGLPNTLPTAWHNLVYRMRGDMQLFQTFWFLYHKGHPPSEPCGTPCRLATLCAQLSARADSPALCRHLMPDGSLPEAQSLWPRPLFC
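Human placenta-derived ASM enzyme was preincubated with compound for 10 minutes at room temperature, then given fluorogenic substrate HMU-PC0 (9 uM final) for 60 minutes at 37 °C; a pH 10 stop preceded fluorescence reading at Ex 386/Em 447 nm.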
TSG101-PTAP inh: blocks PTAP/TSG101 interaction to inhibit HIV-1 budding | Q99816 | Potency, µM (doses to about 115 µM), for inactives: top-dose activity change, negative = inhibition, actives largely listed as inhibitors | Fluorescence polarization, FITC-PTAP peptide / Tsg101 binding | 340,000 tested, under 10 active | AID 493005; active = well fitted inhibition curve with a large enough effect in the main read-out, with a control signal flat, not every such curve was filed as active; inconclusive = small, poorly fitted or top-dose-only effect, or effect the other way, or a change in a side signal; inactive = no such curve, though single readings can be large or run the other way; note: potency is the fitted concentration of half-maximal effect; % of control where 0% means no effect
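Fluorescence polarization binding of Tsg101 binding domain (10 uM final) to FITC-labeled PTAP peptide (50 nM final) in HEPES pH 7.5 buffer with NaCl, Tween 20, EDTA, TCEP. Compounds added before peptide; binding 20 min at RT.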
A-T KAP1 phos: potential ataxia-telangiectasia treatments restoring KAP-1 phosphorylation; […] A-T fibroblasts, KAP-1 phosphorylation AlphaLISA; neocarzinostatin DNA damage 30 min before lysis; Potency, µM (series often up to 57.5 µM), without a hit: at the top dose activation, usual class: activators; 0.19% of 320,000 active; AID 485349; note: potency is the fitted concentration of half-maximal effect; % of control where 0% means no effect; nearly all actives have a fitted effect of over 45% in size
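hTERT-immortalized A-T patient fibroblasts ([…]), 500 cells/well in OPTI-MEM, 1% FBS, got compounds for 60 min, then NCS for 30 min at 37C. Lysates were then assayed for phospho-KAP-1 by AlphaLISA (anti-pKAP1 donor, anti-KAP1 acceptor beads), 6 hr at 25C.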
Mito fusion yeast: mitochondrial division inhibition or fusion activation. S. cerevisiae fusion-defective mutant growth rescue, CellTiterGlo 48 h. Potency, µM (series often up to 46.1 µM), for inactives: at the top dose growth rescue (activation), most hits filed as activators. 0.23% of 320,000 active;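 note: potency is the fitted concentration of half-maximal effect; % of control where 0% means no effect; nearly all actives have a fitted effect of over 45% in size; temperature-sensitive fusion mutants such as fzo1-1 at 37 °C on non-fermentable ethanol glycerol medium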
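Compounds are tested for their ability to restore growth of mitochondrial fusion-defective yeast strains at non-permissive 37C in YPEG medium over 48 hours. Viability is quantified by luciferase luminescence.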
Active calls of the source: *; u = inconclusive; x = not tested or not shown; [ ] = remark or other dose. Unless noted, calls come from the whole dose curve; as a rule, active = well fitted curve in the direction sought with a large enough effect; inconclusive = small, poorly fitted or top-dose-only effect, or another doubt; inactive = no such curve, though single readings can be large; an effect the other way counts as inactive or inconclusive.

SMILES	TSHR antag	a7 integrin act	MBNL1 CUG block	CXXC DNA block	Menin-MLL TR inh	TCR act	ASM inhibitor	TSG101-PTAP inh	A-T KAP1 phos	Mito fusion yeast
CC(C)N(c1ccccc1)c1ncnc(NCCC(=O)O)c1[N+](=O)[O-]	-1.4	7.0%	8.4%	2.5%	-11.4%	x	-1.6%	-11.0%	-2.4%	0.9%
Cn1c(-n2c(CCN3C(=O)c4ccccc4C3=O)nc3ccccc3c2=O)nc2ccccc21	-0.9	x	3.7%	10.3%	-1.3%	x	x	x	15.8%	10.2%
COc1cc(C(=O)OCc2cc(=O)c(O)co2)ccc1OC(F)F	9.7	-38.0%	-1.0%	-6.2%	18.4%	-3.9%	-1.0%	-0.1%	1.7%	4.4%
Cc1ccccc1OCC(=O)Nc1ccc(S(=O)(=O)N2CCCC2)cc1	-2.6	16.9%	x	x	x	5.9%	-4.8%	-5.1%	-15.2%	14.1%
Cc1cc(C)nc(NC(=O)c2ccc(C)c(C)c2)n1	-8.3	-10.1%	-0.8%	34.7%[activator]	-21.2%	0.3%	-2.2%	-4.0%	1.1%	-0.3%
Cc1ccc(C)c(NC(=O)CN2C(=O)CNC2=O)c1	4.7	-3.6%	-0.7%	18.5%	x	0.1%	0.1%	-2.8%	1.0%	1.3%
CN(C(=O)COC(=O)c1ccc2ccccc2n1)C1CCS(=O)(=O)C1 (centres undefined)	-2.7	15.2%	u	-5.3%	-2.2%	-1.1%	2.7%	0.0%	4.7%	-0.6%
CC(C)(C)n1nnc(CCc2nnn(C(C)(C)C)n2)n1	-2.7	13.8%	7.5%	0.0%	-5.1%	-2.4%	3.0%	-5.5%	7.7%	3.0%
CCOC(=O)c1c(C)[nH]c(NC(=O)N2CCOCC2)c1C	-0.5	0.0%	2.8%	1.0%	-13.3%	-5.1%	9.1%	-4.3%	-0.9%	-2.7%
COc1cc(NC(=O)c2cc(S(=O)(=O)N3CCCCC3)ccc2N2CCOCC2)cc(OC)c1	-8.6	-24.1%	x	x	x	-3.4%	3.9%	-4.0%	-4.4%	-6.3%
CCOc1ccc2[nH]c3c(N4CCc5ccccc5C4)ncnc3c2c1	-13.4	-59.4%[inhibitor]	x	-2.0%	x	-0.1%	113.9%[activator]	2.2%	-8.1%	-18.8%
CCN1CCN(CC(=O)NC2CCCC2)C(=O)C1=O	-4.8	-0.2%	-2.9%	-0.9%	6.2%	0.4%	4.0%	-2.8%	10.6%	-2.6%
Cc1cc(C)cc(OCC(=O)Nc2nonc2NC(=O)COc2cc(C)cc(C)c2)c1	0.2	-10.6%	0.4%	-5.0%	u	5.3%	-1.9%	2.3%	4.1%	-6.9%
CCOc1ccc(OCC)c(NC(=O)CSc2nc3c(c(=O)n(C)c(=O)n3C)n2C)c1	6.6	x	-12.0%	-3.4%	-1.4%	x	x	x	1.0%	6.0%
CC(C)CCC(C)NC(=O)C1CCN(S(=O)(=O)/C=C/c2ccccc2)CC1 (centres undefined)	11.8	0.8%	-2.8%	-2.6%	u	-3.4%	0.7%	-2.0%	-1.2%	-2.5%
Cc1nc(N2CCOCC2)nc(N2CCCCC2C)c1[N+](=O)[O-] (centres undefined)	19.3	13.6%	-11.2%	-2.9%	x	-8.4%	-4.9%	-3.9%	6.3%	17.9%
COc1ccc(C2SCCN2C(=O)c2ccc([N+](=O)[O-])cc2)cc1 (centres undefined)	2.0	3.7%	u	11.0%	2.3%	-29.2%	-0.5%	-0.4%	-1.5%	1.8%
CCCCCCc1nc2ccccc2c(=O)n1NC(=O)c1c(O)c2c(n(CC(C)C)c1=O)CCCC2	52.2	-40.0%	0.3%	4.0%	u	-4.0%	-17.6%	-7.2%	14.3%	-0.6%
Cc1cccc(C(=O)NCCc2n[nH]c(=S)n2C)c1	-14.7	-4.5%	-17.5%	1.4%	-0.5%	0.4%[46.1 µM]	1.9%	0.8%	x	-4.7%
C=CCNC(=O)C(=O)Nc1ccc2c(c1)N(S(=O)(=O)c1cccs1)CCC2	-14.0	-19.1%	x	x	x	-5.9%	0.3%	1.7%	13.8%	16.0%
CN(CCc1cn[nH]c1)Cc1nc(C(c2ccccc2)c2ccccc2)no1	5.7	-9.2%	2.7%	-5.3%	-16.5%	-6.7%	3.0%	-1.6%	2.1%	u
O=C(Nc1ccccc1)c1cccnc1N1CCOCC1	10.7	2.9%	-5.9%	8.8%	-6.1%	11.8%	1.4%	-4.2%	6.3%	4.4%
O=C(NCc1ccc(Cl)cc1)C1=Cc2cc(Cl)ccc2OC1	-17.7	-3.5%	-3.9%	9.5%	37.4%[activator]	7.5%	-10.8%	0.3%	-1.3%	3.5%
COc1ccc(-c2csc3ncnc(N4CCN(c5ccccc5)CC4)c23)cc1	-12.4	18.5%	-0.1%	18.7%	-7.5%	x	-2.0%	-3.0%	-9.0%	1.1%
CC(=O)/C(=N/Nc1ccccc1)N1CCOCC1	0.9	11.8%	5.1%	4.8%	7.5%	-11.0%	-0.5%	-1.9%	5.9%	5.1%
CN1C(=O)S/C(=C\c2ccc(-n3cncn3)cc2)C1=O	-1.7	0.0%	u	-7.5%	8.9%	-0.8%	-2.9%	0.5%	-1.5%	-0.3%
O=C(CCN1C(=O)/C(=C\c2ccccc2Cl)SC1=S)Nc1cccnc1	-35.7	-15.0%	35.0%[activator]	-3.5%	u	-5.5%	0.0%	0.5%	-4.4%	1.0%
Cn1c(=O)n(C)c2cc(/C=N/NC(=O)c3ccc(Cl)cc3Cl)ccc21	3.6	-4.5%	u	48.4%[activator]	-17.8%	-0.9%	-0.7%	-0.7%	-3.0%	2.9%
Cn1cccc1/C=C1\SC(=O)N(c2ccc(O)cc2)C1=O	-3.4	12.7%	u	u	-16.2%	-1.3%[46.1 µM]	-0.7%	u	0.0%	-3.0%
COc1cccc(/C=C(/C#N)c2ccc(Cl)cc2)c1OCc1cccc(C(=O)O)c1	-9.5	0.0%	6.3%	5.3%	u	-19.1%	0.2%	0.8%	-6.4%	3.4%
CC(=O)c1ccc(N2CCN(C(=O)c3ccco3)C(C)C2)c(F)c1 (centres undefined)	14.5	13.5%[7.66 µM]	-0.2%	-7.2%	-4.6%	-2.8%	-3.0%	2.2%	2.9%	2.6%
COCCCNC(=O)C1CCN(S(=O)(=O)N(CC(C)C)CC(C)C)CC1	12.1	4.4%	-2.3%	10.7%	9.6%	x	3.7%	-6.2%	12.1%	1.4%
CCCOC1CCCN(Cc2nc(-c3cnccn3)no2)C1 (centres undefined)	13.6	-10.4%	-2.6%	7.9%	5.1%	-1.3%	0.2%	-2.8%	-2.8%	-2.6%
O=C(CCc1nnc(CCCCc2ccccc2)o1)NC(c1cccnc1)C(F)(F)F (centres undefined)	-4.6	u	0.3%	3.4%	-20.0%	0.0%	-3.4%	-0.6%	-2.5%	3.9%
CCCNC(=O)CCn1c(-c2ccc(C)cc2)cc(C(=O)OCC)c1C	-0.2	-18.6%	3.4%	-1.6%	-0.3%	2.7%	-5.5%	-4.0%	2.2%	-2.7%
Cc1ccccc1CN1CCc2cc([N+](=O)[O-])ccc21	-20.3	-0.4%	u	2.8%	10.6%	4.4%	-12.2%	-0.1%	-5.2%	-20.9%
CC1O[C@@H](OC2C(O)C(C)O[C@H](OC(=O)[C@]34CCC(C)(C)C[C@H]3C3=CCC5[C@@]6(C)CC(O)C(O[C@@H]7OC(CO)C(O)[C@@H](O)[C@@H]7O)[C@@](C)(C(=O)O)C6CC[C@@]5(C)[C@]3(CO)CC4)C2O[C@H]2OC(C)[C@@H](O[C@@H]3OCC(O[C@@H]4OC(CO)C(O)[C@H](O)C4O)[C@@H](O)[C@@H]3O)[C@H](O)C2O)C(O)C(O)C1O (some centres undefined)	-1.6	5.3%	x	x	x	-2.6%	7.3%	1.2%	3.9%	x
CCOC(=O)c1c(C)[nH]c(C(=O)COC(=O)/C=C/c2ccc(OC(F)F)cc2)c1C	5.4	4.0%	-1.1%	-5.5%	-2.0%	-8.7%[46.1 µM]	-0.2%	-1.0%	4.1%	1.4%

A portion of the library; the hit share may differ from the screen's.
